GLD-1 TGE inh = GLD-1-TGE RNA interaction inhibition (C. elegans); 320,000 compounds, 0.44% hits; purified GLD-1 + fluorescein TGE RNA, fluorescence polarization; inhibition, % at 5.96 µM; AID 2280;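 active means percent inhibition above a per-plate cutoff, the plate mean of test compounds plus 3 SD, cut at about 30% in these data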;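 further: 0% = DMSO wells with GLD-1 and probe and 100% = wells lacking GLD-1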
GRK2 inh = human GRK2 inhibition via aptamer displacement; P25098; bead flow cytometry, FAM-aptamer displacement from GRK2; inhibition of aptamer binding, % at 10 µM; 330,000 compounds, 0.59% hits; AID 488847;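 active means inhibition of aptamer binding above 40%, roughly 3 SD of noise, on plates passing a quality check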;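 further: median bead fluorescence of bound FAM aptamer so fluorescent compounds give negative values; no value below 0 was filed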
Bcl-xL primary = inhibitors of human Bcl-xL. AID 2129. 320,000 compounds, 0.7% hits. Q07817. inhibition, % at 10.9 µM. GST-Bcl-xL / FITC-Bim BH3 peptide fluorescence polarization;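 active means inhibition above the mean of all tested compounds plus 3 SD, cutoff set per campaign, cut at about 30% in these data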;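 further: 0% = DMSO wells and 100% = unlabeled Bim-BH3 peptide competitor; inhibitors lower millipolarization by displacing the labeled peptide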
MCL1-BIM inh = MCL1-BIM-BH3 interaction inhibition (human); inhibition, % at 10.9 µM; AID 2057; 320,000 compounds, 0.68% hits; Q07820; GST-MCL1 / FITC-Bim-BH3 fluorescence polarization;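 active means inhibition above the mean inhibition of all tested compounds plus 3 SD, set per campaign, cut at about 40% in these data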;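 further: 0% = DMSO wells and 100% = unlabeled Bim-BH3 peptide control; higher means more loss of mP so more displacement of Bim peptide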
VLA-4 inh = inhibition in a human VLA-4 binding assay; P13612; VLA-4 expressing cells, ligand binding flow cytometry; inhibition, % (about 7 µM as worked out from the volumes in the protocol); 330,000 compounds, 0.2% hits; AID 2557; in the data active means inhibition above about 50%
Target sequence (P13612 whole entry, looked up): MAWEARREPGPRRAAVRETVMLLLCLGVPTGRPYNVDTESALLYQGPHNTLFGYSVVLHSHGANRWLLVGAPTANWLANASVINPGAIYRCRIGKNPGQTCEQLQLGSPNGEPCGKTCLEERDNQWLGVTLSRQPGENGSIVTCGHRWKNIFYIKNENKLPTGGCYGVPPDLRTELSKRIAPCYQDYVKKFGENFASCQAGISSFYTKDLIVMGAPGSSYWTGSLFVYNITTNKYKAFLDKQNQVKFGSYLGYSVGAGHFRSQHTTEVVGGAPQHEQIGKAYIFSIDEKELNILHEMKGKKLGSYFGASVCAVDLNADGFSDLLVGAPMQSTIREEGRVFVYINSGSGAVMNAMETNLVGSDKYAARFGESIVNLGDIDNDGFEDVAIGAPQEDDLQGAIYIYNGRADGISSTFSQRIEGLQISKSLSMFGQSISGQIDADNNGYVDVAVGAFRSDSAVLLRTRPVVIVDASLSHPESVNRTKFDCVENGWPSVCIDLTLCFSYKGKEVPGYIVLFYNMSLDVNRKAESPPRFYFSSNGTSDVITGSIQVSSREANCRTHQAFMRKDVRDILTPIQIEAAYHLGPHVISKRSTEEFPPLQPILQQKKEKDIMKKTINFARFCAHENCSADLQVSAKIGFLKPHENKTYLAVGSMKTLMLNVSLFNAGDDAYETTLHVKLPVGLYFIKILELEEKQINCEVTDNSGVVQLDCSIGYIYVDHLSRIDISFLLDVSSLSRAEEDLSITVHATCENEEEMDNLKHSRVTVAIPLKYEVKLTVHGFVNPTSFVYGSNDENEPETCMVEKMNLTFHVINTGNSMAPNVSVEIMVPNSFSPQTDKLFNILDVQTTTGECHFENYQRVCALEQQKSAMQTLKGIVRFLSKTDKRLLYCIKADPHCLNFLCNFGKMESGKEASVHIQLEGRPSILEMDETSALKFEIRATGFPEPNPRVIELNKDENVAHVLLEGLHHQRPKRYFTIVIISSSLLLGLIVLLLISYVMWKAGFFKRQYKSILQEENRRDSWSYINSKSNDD
CIT2-GFP yeast = yeast TOR pathway CIT2-GFP modulation; GFP response vs DMSO, % at 10 µM; S. cerevisiae CIT2-GFP strain, flow cytometry, 3 h; 100 means same as DMSO wells; AID 2029; 320,000 compounds, 0.065% hits;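 active means GFP response relative to DMSO above a set limit, near the screen mean plus 3 SD, cut at about 150% in these data; inconclusive means Fewer than 70 cells measured for a yeast strain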;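 further: ratio of well median GFP fluorescence to mean of DMSO wells on the plate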
MEX-5 binding = C. elegans MEX-5 TCR-2 RNA binding activity | MEX-5/FITC-TCR2 RNA binding, fluorescence polarization; hits give low values | Q9XUB2 | 300,000 compounds, 0.38% hits | activity score (negative = inhibition of binding), % at 10 µM;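 active means inhibition past about -25% in most replicates, and total fluorescence under double the plate's negative control median, limit read from the data; inconclusive means replicates evenly split on the limit, or fluorescence at least double controls; inactive means too little inhibition in most replicates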;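 further: 0% = DMSO and -100% = 5 µM competing unlabeled TCR2 RNA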
AGP1 TOR yeast = alters AGP1-GFP fluorescence in TOR pathway yeast screen. S. cerevisiae AGP1-GFP multiplex flow cytometry, 3 h; GFP as percent of DMSO wells. GFP response vs DMSO, % at 10 µM. 320,000 compounds, 0.02% hits. AID 2066;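 active means GFP response relative to DMSO above a set limit, near screen average plus 3 SD, cut at about 150% in these data; inconclusive means fewer than 70 cells counted for the yeast strain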;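 further: median GFP channel fluorescence of the gated AGP1 strain per well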
CR mimetic SO = caloric restriction mimetics inhibiting age-related superoxide in yeast; AID 2690; superoxide response (% of plate mean), % at 10 µM; 330,000 compounds, 0.18% hits; S. cerevisiae aged cells, superoxide DHE fluorescence; hits give low values;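 active means superoxide response under a set limit, about three screen SD below normal, cut at about 65% in these data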;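 further: yeast aged for seven days with compound at 30 °C before DHE staining; 100% = average MFI of all compound-treated wells on the plate with controls excluded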
* hit, by the source's call; ? = inconclusive; . = not tested or not shown.

1	COc1ccc(Cl)cc1C(=O)Nc1nc2ccc(S(C)(=O)=O)cc2s1
2	COn1c(=O)c(-c2ccc(C)cc2)[n+]([O-])c2ccccc21
3	CCCCC(=O)OCCNC(=O)c1cc2ccccc2oc1=O
4	O=C(CCC1CCCCC1)Nc1ncn[nH]1
5	COc1ccccc1NC(=O)C1=C(C)NC(SCC(=O)Nc2ccc(C(=O)O)cc2)=C(C#N)C1c1cccs1 (centres undefined)
6	COc1ccccc1NC(=O)CCN1CC(C)OC(C)C1 (centres undefined)
7	CCSc1ccccc1C(=O)N1CCN(c2ccc([N+](=O)[O-])cc2)CC1
8	CCC(C)(C)NC(=O)c1ccccc1Oc1ccccc1
9	CCOc1cc(NC(=S)NCCCOC)c(OCC)cc1NC(=O)c1cccs1
10	O=c1c2ccccc2nnn1Cc1ccc(Br)cc1
screen / no.,1,2,3,4,5,6,7,8,9,10
GLD-1 TGE inh,2,-6,0,0,2,-3,0,8,2,6
GRK2 inh,2,2,1,2,1,0,0,2,2,2
Bcl-xL primary,5,3,16,5,11,1,8,1,4,2
MCL1-BIM inh,0,0,5,3,7,3,2,3,9,-1
VLA-4 inh,2,3,-7,13,-1,13,-2,7,-2,7
CIT2-GFP yeast,119,108,105,100,98,103,76,97,94,77
MEX-5 binding,-3.9,-0.8,-1.5,1.4,-6.2,-1.8,1.0,-0.3,-0.7,0.4
AGP1 TOR yeast,113,101,96,104,98,101,102,92,94,84
CR mimetic SO,88,97,105,98,121,111,97,90,92,102

11	COc1ccc(CC(=O)N2CCN(S(=O)(=O)c3ccc(Cl)s3)CC2)cc1
12	Cc1cc(NC(=O)CCC(=O)N(CC(=O)NC2CCCC2)c2ccc(Cl)c(Cl)c2)no1
13	CC1CCC(NC(=O)CC(NC(N)=O)c2ccccc2Cl)CC1 (centres undefined)
14	O=C(NN1CCN(Cc2ccccc2Cl)CC1)c1ccc(Br)cc1
15	CC1CCCCC1NC(=O)c1cc2ccccc2o1 (centres undefined)
16	CCOC(=O)c1ccc(NC(=O)COc2ccccc2CNCCO)cc1
17	COc1cccc(/C=C2/SC(=S)N(CC(=O)NNC(=O)c3ccccc3O)C2=O)c1
18	Cc1ccc(C)c(N2CCN(c3nc4ccccc4c(=O)n3Cc3ccccc3)CC2)c1
19	FCCCOc1ccc(-c2ccnc3ncnn23)cc1
20	O=S1(=O)CCC(NC(=S)N2CCCCCC2)C1 (centres undefined)
screen / no.,11,12,13,14,15,16,17,18,19,20
GLD-1 TGE inh,4,6,-10,2,0,3,10,-10,-1,4
GRK2 inh,0,0,0,2,0,0,1,3,0,0
Bcl-xL primary,3,7,-4,4,0,1,-2,1,4,-2
MCL1-BIM inh,-5,1,-3,-2,-8,-2,7,-4,-4,2
VLA-4 inh,3,-10,8,4,18,5,-5,6,0,-8
CIT2-GFP yeast,98,104,96,90,83,101,108,89,94,100
MEX-5 binding,.,-1.7,1.5,1.7,2.1,-0.8,-0.4,1.3,-1.5,5.0
AGP1 TOR yeast,99,104,101,97,87,102,104,94,95,99
CR mimetic SO,86,102,104,102,106,105,106,98,99,90

21	Cc1cc(NC(=O)CSc2nnc(-c3cccnc3)n2Cc2ccccc2)no1
22	O=[N+]([O-])c1cccc(Cl)c1NCCNc1ncc(C(F)(F)F)cc1Cl
23	O=C(CCN1CCC(c2ccccc2)C1)c1ccccc1 (centres undefined)
24	CNC(=O)CC12CC3CC(CC(C3)C1)C2
25	COc1ccc(C(=O)/C(=C/c2cccs2)c2nc3ccccc3o2)cc1
26	O=C(Nc1ccccc1N1CCCC1)c1ccccc1F
27	CCOC(=O)c1c(N)c(C#N)c2n1CCCCC2
28	CC(=O)/C(=C(/O)c1ccccc1)c1nc2ccccc2[nH]1
29	CCN(CC)C(=O)CSc1ncnc2sccc12
30	COc1cccc(C(=O)N2CCC(n3nccc3NC(=O)C(OC)c3ccccc3)CC2)c1 (centres undefined)
screen / no.,21,22,23,24,25,26,27,28,29,30
GLD-1 TGE inh,4,1,0,-3,3,10,-5,-5,-1,1
GRK2 inh,0,2,0,0,0,1,0,0,4,0
Bcl-xL primary,-7,3,0,-2,7,5,5,-3,-9,7
MCL1-BIM inh,-3,0,1,1,7,3,2,0,-35,-1
VLA-4 inh,9,18,5,-28,15,6,-16,30,10,5
CIT2-GFP yeast,103,97,99,102,81,105,?,83,102,104
MEX-5 binding,3.9,2.0,1.0,-1.8,0.6,0.5,0.8,1.4,-2.4,0.3
AGP1 TOR yeast,104,99,90,102,94,100,98,101,98,100
CR mimetic SO,119,87,101,91,95,96,101,106,119,97

The final 2 records of the part before are carried over, then new ones follow:
29	CCN(CC)C(=O)CSc1ncnc2sccc12
30	COc1cccc(C(=O)N2CCC(n3nccc3NC(=O)C(OC)c3ccccc3)CC2)c1 (centres undefined)
31	COc1cc(CCC(=O)Nc2sccc2C#N)cc(OC)c1OC
32	CCOc1ccc2nc(NC(=O)C(CC)Sc3nc(C)cc(=O)[nH]3)sc2c1 (centres undefined)
33	O=[N+]([O-])c1ccc(O)c(C=Nc2ccc3oc(Cc4ccc(Cl)cc4)nc3c2)c1
34	O=C(Nc1ccc(Cn2ccnc2)cc1)c1cccc(C(F)(F)F)c1
35	COc1cccc(-n2nc3c(=S)[nH]nc(C)c3c2C)c1
36	CC1=C(C(=O)N2CCCC(N3CCN(c4cccc(Cl)c4)CC3)C2)OCCO1 (centres undefined)
37	Fc1ccccc1CNc1cc(Cl)cc(Cl)c1
38	CC(=O)/C(=N/Nc1ccccc1C)N1CCOCC1
39	CN(CCOc1ccc(Cl)cc1)C(=O)c1ccc2c(=O)n3c(nc2c1)CCC3
40	CC(C)N(C1=CC(=O)OC12CCCCC2)C(C)C
screen / no.,29,30,31,32,33,34,35,36,37,38,39,40
GLD-1 TGE inh,-1,1,9,-2,9,.,-4,0,5,1,6,2
GRK2 inh,4,0,2,1,5,17,0,0,3,2,1,3
Bcl-xL primary,-9,7,2,-3,17,.,3,1,-1,12,1,6
MCL1-BIM inh,-35,-1,-2,1,35,.,6,10,3,6,2,14
VLA-4 inh,10,5,2,2,9,7,8,-2,10,2,3,-3
CIT2-GFP yeast,102,104,94,96,102,106,114,117,101,93,96,.
MEX-5 binding,-2.4,0.3,-0.7,0.2,-9.2,2.8,-6.6,1.2,-1.7,-0.9,1.5,-0.5
AGP1 TOR yeast,98,100,93,98,103,102,40,104,100,92,93,.
CR mimetic SO,119,97,99,98,92,100,97,98,75,96,89,94

41	O=C(/C=C/c1ccccc1)NCCS(=O)(=O)N1CCN(c2ccccc2)CC1
42	Cc1nonc1CN(C)C(=O)c1ccc(OC2CCN(Cc3ccccn3)CC2)cc1
43	CCc1ccc(OCCOCC(O)CN(CCO)CCO)cc1 (centres undefined)
44	COc1ccc(-c2cn(-c3ccc(C)c(C)c3)c(=S)[nH]2)cc1OC
45	CCOC(=O)C1CCCN(C(=O)c2cc(S(=O)(=O)N3CCCCC3)ccc2Cl)C1 (centres undefined)
46	COc1cc2c(cc1OC)CN(C(=O)c1ccncc1)CC2
47	O=S(=O)(c1cccnc1)N1CCn2cccc2C1c1ccccc1F (centres undefined)
48	Cc1ccccc1Sc1ncccc1[N+](=O)[O-]
49	OC12CCCCC1C(c1ccc3c(c1)OCO3)N(Cc1ccc(F)cc1)CC2 (centres undefined)
50	Cc1cccc(C2Nc3ccccc3C(=O)N2c2ccc(F)cc2)n1 (centres undefined)
screen / no.,41,42,43,44,45,46,47,48,49,50
GLD-1 TGE inh,6,9,6,3,2,-6,3,2,-2,-1
GRK2 inh,0,0,7,1,2,4,2,.,0,0
Bcl-xL primary,6,6,6,1,2,3,2,-3,-2,0
MCL1-BIM inh,-1,5,2,0,1,8,-3,-4,-3,1
VLA-4 inh,13,5,13,7,3,-6,-36,-20,-8,12
CIT2-GFP yeast,86,91,112,103,100,103,104,84,97,97
MEX-5 binding,-3.1,-6.5,1.6,2.6,1.3,-0.8,1.8,0.1,1.1,-2.8
AGP1 TOR yeast,105,93,92,101,103,94,102,102,94,98
CR mimetic SO,105,97,103,94,95,102,92,104,96,83

51	CCOC(=O)c1c(-c2ccncc2)csc1N
52	CCOc1ccc(CN(C)CC(=O)Nc2cc(C)c(C)cc2[N+](=O)[O-])cc1
53	CN1CC2(C)CN(C(c3ccccc3)c3ccccc3)CC(C)(C1)C2O (centres undefined)
54	O=C(Nc1ccc(F)c(Cl)c1)c1ccc2c(c1)OCO2
screen / no.,51,52,53,54
GLD-1 TGE inh,0,9,9,1
GRK2 inh,6,1,0,0
Bcl-xL primary,5,2,-1,10
MCL1-BIM inh,3,3,1,-6
VLA-4 inh,-9,4,2,2
CIT2-GFP yeast,93,99,108,98
MEX-5 binding,-1.5,0.7,0.3,-2.3
AGP1 TOR yeast,97,110,102,92
CR mimetic SO,111,99,102,101

Gathered by group, the compounds so far with a cyano group.
5	COc1ccccc1NC(=O)C1=C(C)NC(SCC(=O)Nc2ccc(C(=O)O)cc2)=C(C#N)C1c1cccs1 (centres undefined)
27	CCOC(=O)c1c(N)c(C#N)c2n1CCCCC2
31	COc1cc(CCC(=O)Nc2sccc2C#N)cc(OC)c1OC
screen / no.,5,27,31
GLD-1 TGE inh,2,-5,9
GRK2 inh,1,0,2
Bcl-xL primary,11,5,2
MCL1-BIM inh,7,2,-2
VLA-4 inh,-1,-16,2
CIT2-GFP yeast,98,?,94
MEX-5 binding,-6.2,0.8,-0.7
AGP1 TOR yeast,98,98,93
CR mimetic SO,121,101,99
